Screening results from PubChem.
Bcl-2 Bim block – inhibitors of Bim-Bcl-2 binding, primary screen, biochemical, multiplexed, human Bcl-2 family | Apoptosis regulator Bcl-2 (Homo sapiens), P10415 | Bead-based flow cytometry, Bim peptide-Bcl-2 binding | inhibition, % at 10 µM | 0.06% of 190,000 active | AID 950, 2007; in the data active means inhibition above about 40%; inconclusive means no clear call, values can overlap the other calls;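 further: 0% = no compound wells with probe peptide and 100% = reference peptide inhibitor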
Target sequence (P10415 whole entry, looked up): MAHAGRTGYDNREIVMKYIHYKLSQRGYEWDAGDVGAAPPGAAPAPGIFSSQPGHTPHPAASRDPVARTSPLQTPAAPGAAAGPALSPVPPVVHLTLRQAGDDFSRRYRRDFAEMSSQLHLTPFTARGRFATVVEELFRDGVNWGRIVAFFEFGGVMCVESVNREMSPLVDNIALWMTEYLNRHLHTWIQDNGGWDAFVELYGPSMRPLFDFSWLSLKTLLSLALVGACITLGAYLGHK
Bim-Bcl-W – inhibitors of Bim binding to Bcl-W, primary screen, biochemical, multiplexed, bead-based flow cytometry. Bim peptide-Bcl-W binding. Bcl-2-like protein 2 (Homo sapiens), Q92843. inhibition, % at 10 µM. 0.02% of 190,000 active;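 further: 0% = bound tracer without compound and 100% = peptide blocker; higher means less fluorescent Bim peptide bound to Bcl-W beads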
Target sequence (Q92843 whole entry, looked up): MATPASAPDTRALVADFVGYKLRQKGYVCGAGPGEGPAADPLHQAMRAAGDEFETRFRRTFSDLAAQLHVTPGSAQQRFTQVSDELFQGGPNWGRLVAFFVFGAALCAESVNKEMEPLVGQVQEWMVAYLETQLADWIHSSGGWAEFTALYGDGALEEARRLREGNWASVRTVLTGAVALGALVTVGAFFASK
RGS7-Gao reg – RGS7-Galphao binding modulators, primary screen, biochemical, multiplexed bead flow cytometry; Guanine nucleotide-binding protein G(o) subunit alpha (Homo sapiens), P09471; actives lie on both sides; binding response (% of control), % at 10 µM; 0.35% of 220,000 active; AID 1439, 2008; in the data active means binding response below about 49% or above about 150%; inconclusive means no clear call, values can overlap the other calls; inactive means in between;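 further: fluorescent Galphao held in activated GDP-AlF4 state binding bead-coupled RGS7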
Mcl-1 Bim block – inhibitors of Bim peptide binding to Mcl-1, primary screen, biochemical, bead-based flow cytometry, multiplex; Induced myeloid leukemia cell differentiation protein Mcl-1 (Homo sapiens), Q07820; Bim peptide-Mcl-1 binding; inhibition, % at 10 µM; 0.1% of 190,000 active; AID 1009, 2008;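 further: 0% = no compound tracer wells and 100% = peptide blocker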
Target sequence (Q07820 whole entry, looked up): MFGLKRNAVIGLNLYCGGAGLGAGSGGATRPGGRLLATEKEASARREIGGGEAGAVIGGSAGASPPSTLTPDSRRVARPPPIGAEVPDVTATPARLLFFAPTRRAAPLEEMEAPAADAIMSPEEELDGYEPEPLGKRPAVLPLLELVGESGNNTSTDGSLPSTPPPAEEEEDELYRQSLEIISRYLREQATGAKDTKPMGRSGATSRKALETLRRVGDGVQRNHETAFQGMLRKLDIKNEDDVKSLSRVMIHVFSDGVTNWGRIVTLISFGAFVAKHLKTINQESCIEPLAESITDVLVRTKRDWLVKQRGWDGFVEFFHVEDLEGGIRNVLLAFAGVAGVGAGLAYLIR
ABCB1 inh – ABCB1 efflux pump inhibitors, primary screen, cell-based, multiplex, flow cytometry, ABCG2 counter-screen; 0.067% of 190,000 active; AID 1326, 2008; inhibition, % at 6.6 µM; CCRF-Adr cells, JC-1 efflux; in the data active means inhibition above about 40%;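 further: 0% = vehicle and 100% = reference inhibitor; higher value means more JC-1 retained so stronger ABCB1 efflux block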
Bim-Bfl-1 – inhibitors of Bim binding to Bfl-1, primary screen, biochemical, multiplexed, bead-based flow cytometry | Bim-Bfl-1 binding inhibition | Bcl-2-related protein A1 (Homo sapiens), Q16548 | inhibition, % at 10 µM | AID 1008, 2008 | 0.12% of 190,000 active;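 further: 0% = wells without compound plus tracer and 100% = blocker peptide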
Bcl-B Bim block – inhibitors of Bim-Bcl-B binding, primary screen, biochemical, multiplexed, human Bcl-2 family | 0.073% of 190,000 active | bead-based flow cytometry, Bim peptide-Bcl-B binding | inhibition, % at 10 µM;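 further: 0% = tracer peptide without compound and 100% = reference inhibitor peptide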
Target sequence (Q9HD36 whole entry, looked up): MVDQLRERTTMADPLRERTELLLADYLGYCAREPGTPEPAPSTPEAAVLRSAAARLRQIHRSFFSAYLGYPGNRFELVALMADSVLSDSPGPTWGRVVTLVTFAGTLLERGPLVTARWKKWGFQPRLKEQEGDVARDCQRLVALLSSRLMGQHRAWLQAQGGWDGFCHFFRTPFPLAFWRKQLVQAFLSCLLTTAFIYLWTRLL
Bcl-XL Bim block – inhibitors of Bim-Bcl-XL binding, primary screen, biochemical, multiplexed, bead flow cytometry, human Bcl-XL. Bcl-2-like protein 1 (Homo sapiens), Q07817. Bim peptide-Bcl-XL binding, fluorescence. inhibition, % at 10 µM. 0.04% of 190,000 active. AID 1007, 2008
ABCG2 inh – ABCG2 efflux pump inhibitors, primary screen, multiplex with ABCB1, IgMXP3 cells, flow cytometry. JC-1 efflux. 0.1% of 190,000 active. inhibition, % at 6.6 µM. Broad substrate specificity ATP-binding cassette transporter ABCG2 (Homo sapiens), Q9UNQ0;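 active means inhibition above 80%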;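 further: 0% = DMSO and 100% = nicardipine control wells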
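Assay system – ABCG2 IgMXP3 and barcoded ABCB1 CCRF-Adr cell mix · Input – 3 million cells/mL in well · Reagent – JC-1 fluorescent substrate · Compound – single test compound dose, 6.6 µM final · Timing – 10 min exposure at 25 °C with rotation, no wash · Detection – flow cytometry of retained JC-1 fluorescence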
RGS4-Gao reg – modulators of RGS4 binding to Galphao, primary screen, biochemical, multiplexed bead flow cytometry. 0.33% of 220,000 active. binding response (% of control), % at 10 µM. actives lie on both sides. Guanine nucleotide-binding protein G(o) subunit alpha (Homo sapiens), P09471; in the data active means binding response below about 49% or above about 150%; inactive means in between;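 further: fluorescent Galphao activated with aluminum fluoride binding bead-coupled RGS4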
RGS8-Gao – RGS8-Galphao binding modulators, primary screen, biochemical, multiplexed bead flow cytometry; response (percent of control binding), % at 10 µM; 0.34% of 220,000 active; actives lie on both sides; Guanine nucleotide-binding protein G(o) subunit alpha (Homo sapiens), P09471; in the data active means response below about 60% or above about 140%; inactive means in between;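 further: Galphao activated as the GDP aluminium fluoride complex binding bead-coupled RGS8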
The depositor's hits bear a star; ? = inconclusive. Unless noted, no stated cut-off is given here; in the data, active means inhibition above about 40%.

SMILES	Bcl-2 Bim block	Bim-Bcl-W	RGS7-Gao reg	Mcl-1 Bim block	ABCB1 inh	Bim-Bfl-1	Bcl-B Bim block	Bcl-XL Bim block	ABCG2 inh	RGS4-Gao reg	RGS8-Gao
c1ccc2[nH]c(NN=C3CCCCCC3)nc2c1	-4	-1	?	1	0.6	-7	-3	1	17	101	101
CC1=C(C#N)C(NC(=O)c2ccc(Cl)cc2)(C(F)(F)F)C(=O)N1 (stereo not drawn)	-4	-4	94	-2	-0.1	-16	-7	-6	0	97	98
CC(C)N1CCN(Cc2ccc3c(c2)Cc2ccccc2-3)CC1CCO (stereo not drawn)	-4	-3	102	0	0.3	-8	-3	-1	1	101	102
CSc1ccccc1NC(=O)Nc1cccc(F)c1	-6	-2	107	0	3.7	-3	-5	-7	25	105	104
CC(C)NC(=O)c1nn(C)c2ccccc12	-9	-1	106	-2	0.4	-13	-4	-3	30	103	102
CC1CC(=O)NN=C1c1ccc(N(C)C)c([N+](=O)[O-])c1 (stereo not drawn)	-2	2	101	-2	0.9	-12	-3	-3	8	98	99
COc1cc(Nc2c3c(nc4ccccc24)CCCC3)cc(OC)c1OC	-4	-5	100	-4	1.4	-3	-5	-4	2	101	101
Cc1csc(NC(=O)CSc2nncn2C)n1	-13	-3	93	-4	0.1	-20	-11	-10	34	93	94
O=[N+]([O-])c1cc(-c2nnc(Nc3ccc(O)cc3)c3ccccc23)ccc1N1CCOCC1	-10	-7	103	-8	-0.2	-8	-14	-11	6	100	100
Cc1nc(C/C(=N\N)c2ccc(O)cc2O)cs1	-1	0	98	1	-0.3	2	-4	0	-1	104	101
Cc1ccc(-n2nnnc2SCC(=O)c2cc(C)n(-c3cc(C)on3)c2C)cc1	-10	-4	98	-5	2.4	-17	-11	-5	34	101	99
CCOC(=O)c1ccc(NC(=O)COc2ccccc2CNC2CCCC2)cc1	-2	-3	?	1	3.4	-6	-4	-3	4	99	99
CCOC(=O)NC(=O)COC(=O)CCCc1nc2ccccc2s1	0	2	102	-1	0.1	-4	-2	1	1	102	104
NS(=O)(=O)c1ccc(CCNC(=O)C2CCC(CNS(=O)(=O)c3ccc(Br)s3)CC2)cc1 (stereo not drawn)	2	-2	99	1	0.7	-3	0	0	0	98	98
CC(CN1CCOCC1)C(=O)c1ccccc1 (stereo not drawn)	-7	0	104	0	0.2	-10	-4	-4	0	102	102
CC(C)C(=O)Nc1cccc(C(=O)Nc2nnc(C(C)(C)C)s2)c1	-1	2	87	1	-6.3	-3	0	3	-1	85	97
C=CCSc1ncccc1C(=O)NCc1ccccc1	-6	-3	101	-3	-1.2	-6	-8	-25	2	100	98
Cc1cc(C)nc(NNC2=CC(=[N+]3CCCC3)CCC2)n1	0	0	106	-3	0.1	-1	6	1	8	100	102
Cc1ccc(-n2c(SCC(=O)N3CCCc4ccccc43)nnc2-c2cccnc2)c(C)c1	-8	-9	108	-9	3.2	-6	-11	-9	5	112	105
Cc1cc(=O)oc2cc(OCC(=O)N/N=C/c3cc([N+](=O)[O-])ccc3O)ccc12	-1	-2	80	0	-0.8	-4	-6	-5	-4	83	86
CC(=O)Nc1ccc(S(=O)(=O)Nc2cccn(Cc3ccc(C)cc3)c2=O)cc1	0	0	99	-1	0.1	-6	-2	-3	9	97	99
CC(C)[C@H](NC(=O)NCCc1ccccc1)C(=O)O	-12	-2	106	-2	0.2	-16	-9	-5	0	104	102
CC(C)C(Sc1nc(-c2ccccc2)cc(-c2ccccc2)c1C#N)C(=O)O (stereo not drawn)	1	4	85	-3	-0.7	6	0	0	-1	90	84
O=C(N/C(=C\c1ccc(F)cc1)C(=O)N1CCCCCC1)c1ccccc1	-1	0	100	1	0.9	-6	0	-4	1	104	105
CCC(C)OC(=O)C1=C(C)NC2=C(C(=O)C(C(=O)OC)C(C)C2)C1c1ccc(N(C)C)cc1 (stereo not drawn)	4	5	92	0	0.8	10	1	2	1	94	94

(more compounds)
SMILES	Bcl-2 Bim block	Bim-Bcl-W	RGS7-Gao reg	Mcl-1 Bim block	ABCB1 inh	Bim-Bfl-1	Bcl-B Bim block	Bcl-XL Bim block	ABCG2 inh	RGS4-Gao reg	RGS8-Gao
CCOCCCn1c(=O)c(NC(=O)c2ccc(OCC)cc2)c2n(c1=S)CCCCC2	-1	-1	100	-2	4.2	-1	3	-2	13	101	98
COc1ccc(CCC(=O)NNC(=S)Nc2cccc(C(C)=O)c2)cc1	-3	-1	99	-6	-0.8	2	1	-1	-16	99	102
O=C(NC1CCCCC1)c1nn2c(C(F)(F)F)cc(-c3ccco3)nc2c1Br	-1	3	107	0	-0.6	0	-2	-1	1	103	104
CCCCn1nnc(NC(=O)C(c2ccccc2)c2ccccc2)n1	5	-4	109	0	1.5	1	-7	-1	3	103	102
CCOc1ccc(N2C(=O)CSC2c2ccncc2)cc1 (stereo not drawn)	-4	-1	99	-1	0.3	-17	-8	-3	3	100	100
CCO[C@@H]1OC(C(=O)NC2CC2)=C[C@H](c2ccc(C(F)(F)F)cc2)[C@H]1CCCO	-1	-2	99	0	0.7	-4	-2	0	9	97	98
O=C(CCn1cnc2ccccc2c1=O)Nc1nc(-c2ccc(Br)cc2)cs1	-6	-3	92	-1	-0.5	-6	-5	-3	-3	94	95
COc1cc(/C=N/NC(=O)C(=O)NCc2cccnc2)cc(OC)c1OC	10	5	100	1	0.2	10	6	2	8	103	90
Nc1nnc(CC(=O)N/N=C/c2cc([N+](=O)[O-])cc(Br)c2O)s1	1	3	?	1	-1.0	-2	2	0	-3	80	91
C/C(=N\NC(=O)c1c(Br)c(C)nn1C)c1cccc(NC(=O)C2CCC2)c1	4	1	101	4	0.1	-5	4	-1	1	96	98
Cc1nc([N+](=O)[O-])c(C(=O)O)n1C	0	-2	104	0	0.3	-9	-3	0	1	102	106
O=C(Nc1nc(-c2cccnc2)cs1)c1ccccc1Cl	-5	0	100	-3	-0.6	-3	-4	-3	11	99	98
CCN1C(=O)/C(=C\N2CCN(c3ccc(F)cc3)CC2)SC1=S	-1	2	107	1	0.0	-6	-3	-2	0	108	103
CN(C)c1ccc(C=NCC2(O)CCOC(C)(C)C2)cc1 (stereo not drawn)	-9	0	98	-4	0.3	-17	-7	-9	0	101	103
FC(F)(F)c1cccc(Cn2nnnc2-c2ccc(Cl)cc2)c1	-11	0	105	-4	-0.1	-14	-11	-6	-1	100	104
CCOC(=O)c1ccc(NC(=S)N(CCCN2CCCC2)Cc2ccco2)cc1	0	0	103	-2	0.3	0	-4	-1	-1	103	103
Cc1cc(NC(=O)c2noc3c2CCc2ccccc2-3)n(-c2ccccc2)n1	-10	1	103	-2	-1.4	-12	-6	-3	-2	92	98
O=C(COc1ccc(Cl)cc1Cl)NCCC1=CCCCC1	-11	-1	97	-3	4.4	-18	-12	-5	20	103	102
COc1ccc(Nc2cc(C(=O)NCCCN3CCOCC3)c3ccccc3n2)cc1OC	-7	7	103	4	0.2	-10	-4	0	2	112	105
COc1ccc(-c2c(C)n([O-])c(C)c(-c3ccccc3)[n+]2=O)cc1OC	0	1	102	2	-5.7	-1	0	0	-5	98	100
O=C(O)CCc1nn2c3ccccc3nc2n(CCN2CCCCC2)c1=O	-4	-2	99	-2	0.2	0	-2	-1	1	100	99
CCOC(=O)c1[nH]c(C)c(C(=O)Nc2ccc(Cl)cc2)c1C	-7	2	102	0	-2.5	-11	-5	-6	-1	102	99
COc1ccc(C2=NN(C(=O)CSc3nc4ncc(Cl)cc4[nH]3)C(c3ccco3)C2)cc1 (stereo not drawn)	2	1	100	4	-0.3	0	-1	-4	-1	99	99
Cc1ccsc1-c1ccnc(-n2cccc2)n1	-1	-1	100	-3	0.5	-1	1	0	8	98	102
CCOc1ccccc1N1C(=O)CC(N(O)c2ccccc2)C1=O (stereo not drawn)	-9	-1	107	0	0.7	-9	-9	-4	2	104	103

Entries of single compounds, looked up by structure. Order of screens: Bcl-2 Bim block | Bim-Bcl-W | RGS7-Gao reg | Mcl-1 Bim block | ABCB1 inh | Bim-Bfl-1 | Bcl-B Bim block | Bcl-XL Bim block | ABCG2 inh | RGS4-Gao reg | RGS8-Gao
Results for `CCOC(=O)c1[nH]c(C)c(C(=O)Nc2ccc(Cl)cc2)c1C` = -7 | 2 | 102 | 0 | -2.5 | -11 | -5 | -6 | -1 | 102 | 99
Results for `CCO[C@@H]1OC(C(=O)NC2CC2)=C[C@H](c2ccc(C(F)(F)F)cc2)[C@H]1CCCO` = -1 | -2 | 99 | 0 | 0.7 | -4 | -2 | 0 | 9 | 97 | 98
Results for `COc1cc(/C=N/NC(=O)C(=O)NCc2cccnc2)cc(OC)c1OC` = 10 | 5 | 100 | 1 | 0.2 | 10 | 6 | 2 | 8 | 103 | 90

The list continues.
SMILES	Bcl-2 Bim block	Bim-Bcl-W	RGS7-Gao reg	Mcl-1 Bim block	ABCB1 inh	Bim-Bfl-1	Bcl-B Bim block	Bcl-XL Bim block	ABCG2 inh	RGS4-Gao reg	RGS8-Gao
COc1cc(Cl)c(S(=O)(=O)NCc2cccnc2)cc1Cl	-5	-6	93	-4	1.5	-13	-9	-9	7	94	96
CCN(CC)C(=O)CN(c1cc(Cl)ccc1OC)S(=O)(=O)c1ccc(C)c([N+](=O)[O-])c1	-5	-5	96	-7	3.8	-1	-6	-7	6	97	74
CC(C)(C)OC(=O)N/N=C/c1ccc(N2CCOCC2)s1	-5	-2	102	-5	0.2	9	-4	0	1	102	100
CCOC(=O)c1c(C)nc2sc3c(=O)n(-c4ccc(OC)cc4)cnc3c2c1-c1ccc(OC)cc1	-17	17	104	0	2.5	-5	8	9	6	108	107
Cc1cc(C)c(NC(=O)C2CC(=O)N(c3ccc4c(c3)OCCO4)C2)c(C)c1 (stereo not drawn)	-4	-3	103	-3	0.6	-3	-2	-1	2	99	106
CCOC(=O)C1=C(C(F)(F)F)Nc2ncnn2C1c1cc(OC)ccc1OC (stereo not drawn)	-2	0	102	-1	0.0	-1	-6	-4	2	98	103
c1ccc(Cc2ccc(OCCCNC3CCCC3)cc2)cc1	-1	-1	?	1	0.1	-4	-3	0	1	101	101
N#Cc1cnn(-c2cccc(Cl)c2)c1N	0	0	92	2	0.2	-4	-2	2	8	98	98
Cc1cc(=S)[nH]c2c(C)cccc12	-7	0	100	-2	0.4	-7	-13	-3	3	96	95
CCOc1ccc(-n2c(Cc3cc(=O)[nH]c(=O)[nH]3)nnc2SCc2cccnc2)cc1	-11	0	100	0	0.2	-9	-6	-1	1	100	101
CC(C)[C@H](NC(=O)OC(C)(C)C)C(=O)N/N=C/c1cccc2nccnc12	2	0	80	-1	1.1	0	0	-2	3	77	79
Fc1ccc(CSc2nncn2NC/C=C/c2ccccc2)cc1	-9	-1	99	-4	1.0	-11	-6	-10	5	106	102
